MEP2-GFP yeast = modulators of TOR pathway MEP2-GFP in S. cerevisiae; S. cerevisiae MEP2-GFP strain, flow cytometry GFP, 3 h; 100% = DMSO control level; GFP response vs DMSO, % at 10 µM; 0.51% of 330,000 active; AID 2016;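 active = GFP response versus DMSO above a set limit, roughly screen mean plus 3 SD, cut at about 180% in these data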;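 note: median GFP fluorescence of the barcode-gated MEP2-GFP cells per well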
AHR activator = activators of human aryl hydrocarbon receptor; P35869; AHR-responsive luciferase reporter cells, luminescence; activation, % at 5 µM; 2.5% of 320,000 active; AID 2796; in the data active = activation above about 47%;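 note: 0% = vehicle wells and 100% = reference agonist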
Target sequence (P35869 whole entry, looked up): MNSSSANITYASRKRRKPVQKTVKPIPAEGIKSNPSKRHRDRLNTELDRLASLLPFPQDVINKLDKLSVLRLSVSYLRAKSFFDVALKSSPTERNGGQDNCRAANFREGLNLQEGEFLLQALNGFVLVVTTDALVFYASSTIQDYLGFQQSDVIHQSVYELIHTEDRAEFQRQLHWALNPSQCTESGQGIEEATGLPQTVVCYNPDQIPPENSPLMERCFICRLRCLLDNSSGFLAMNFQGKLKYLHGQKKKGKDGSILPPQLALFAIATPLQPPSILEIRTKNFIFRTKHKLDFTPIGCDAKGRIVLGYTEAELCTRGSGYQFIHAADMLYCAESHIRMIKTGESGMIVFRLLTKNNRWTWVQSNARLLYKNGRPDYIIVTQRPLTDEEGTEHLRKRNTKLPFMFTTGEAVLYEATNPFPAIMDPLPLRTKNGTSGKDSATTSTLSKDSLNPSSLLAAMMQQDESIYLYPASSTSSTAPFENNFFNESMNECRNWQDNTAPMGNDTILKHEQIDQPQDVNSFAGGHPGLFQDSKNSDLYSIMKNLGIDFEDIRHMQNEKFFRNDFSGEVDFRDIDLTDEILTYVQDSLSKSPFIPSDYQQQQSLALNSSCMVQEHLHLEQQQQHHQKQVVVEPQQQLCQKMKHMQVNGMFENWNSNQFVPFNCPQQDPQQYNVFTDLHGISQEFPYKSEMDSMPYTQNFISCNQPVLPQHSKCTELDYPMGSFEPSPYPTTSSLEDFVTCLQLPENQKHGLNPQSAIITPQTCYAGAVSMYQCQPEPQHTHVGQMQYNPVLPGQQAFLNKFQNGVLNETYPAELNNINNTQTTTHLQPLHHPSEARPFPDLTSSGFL
procasp7 counter = counter-screen for procaspase-3 activators: activators of human procaspase-7. P55210. 0.093% of 330,000 active. activation, % at 8.5 µM. recombinant procaspase-7, Ac-DEVD-pNA absorbance 405 nm; D23A/D198A/D206A triple mutant, cannot self-cleave; scale: DMSO 0, 5 µM enzyme 100;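 active = percent activation above the screen-wide mean plus 3 SD, cut at about 25% in these data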
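Assay system: Uncleavable procaspase-7 mutant enzyme | Input: 2 µM procaspase-7 mutant as dispensed | Timing: 1 h compound preincubation, 2 h substrate cleavage, 25 °C | Repeats: One well per compound | Control set: DMSO wells as 0%, DMSO with 5 µM added PC-7 as 100% | Technique: Epi-absorbance of released pNA at 405 nm, two timepoints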
ZTA DNA inh = counter-screen for EBNA-1 inhibitors: inhibitors of Epstein-Barr virus ZTA; 0.15% of 320,000 active; AID 2234; ZTA-DNA binding, fluorescence polarization; P03206; inhibition, % at 11 µM; in the data active = inhibition above about 33%
procasp3 activ = activates human procaspase-3; P42574; recombinant procaspase-3 D3A, Ac-DEVD-pNA absorbance 405 nm; activation, % at 8.5 µM; 0.11% of 330,000 active;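 active = activation above the mean of all tested compounds plus 3 SD, cut at about 21% in these data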;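 note: 0% = DMSO alone and 100% = DMSO wells spiked with extra 5 µM PC-3 D3A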
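Assay system – Procaspase-3 D3A mutant · Benchmarks – DMSO low control, extra-enzyme high control · Technique – 405 nm absorbance of p-nitroaniline, reads at 0 and 120 min · Doses – 8.5 µM nominal · Measure – % activation between DMSO and enzyme-spiked controls · Also added – Ac-DEVD-pNA chromogenic peptide substrate · Schedule – 1 h compound preincubation, 2 h substrate hydrolysis at 25 °C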
EBNA-1 inh = blocks EBNA-1 binding to DNA; EBNA-1 DNA binding, fluorescence polarization; inhibition, % at 14.8 µM; 0.34% of 300,000 active; AID 1950; in the data active = inhibition above about 28%
LAP4 TOR yeast = modulators of TOR pathway LAP4-GFP in S. cerevisiae. S. cerevisiae LAP4-GFP multiplex, flow cytometry GFP, 3 h; median GFP as percent of DMSO wells. GFP response vs DMSO, % at 10 µM. 0.34% of 320,000 active. AID 2023;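 active = GFP response vs DMSO above a set limit, about the screen mean plus 3 SD, cut at about 150% in these data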
RPL19A-GFP yeast = modulators of TOR pathway RPL19A-GFP in S. cerevisiae; S. cerevisiae RPL19A-GFP strain, flow cytometry, 3 h; active compounds read low; percent response vs DMSO, % at 10 µM; 0.3% of 330,000 active;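 active = percent response vs DMSO below 50%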;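 note: median channel GFP fluorescence of the barcoded RPL19A-GFP strain; ratio of sample median GFP to plate DMSO average so 100% = DMSO; lower means less RPL19A-GFP as with rapamycin TOR inhibition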
Active calls of the source: *; nt = not tested or not shown; & = joins results of further samples.

SMILES	MEP2-GFP yeast	AHR activator	procasp7 counter	ZTA DNA inh	procasp3 activ	EBNA-1 inh	LAP4 TOR yeast	RPL19A-GFP yeast
COC(=O)c1ccc(/C=N/NC(=O)CCSc2nc3ccccc3s2)cc1	105	4	-10	15	7	14	92	110
CCCc1nn2c(N)c(/C=C3\C=Nc4ccccc43)c(=O)nc2s1	107&103	0&4	-11&-11	13&14	-17&-12	12&2	104&98	101&105
CN(Cc1cccnc1)C(=O)CCCc1c[nH]c2ccccc12	108	12	7	17	10	1	95	103
COc1ccc(-c2ccc(-c3noc(-c4ccccc4C)n3)c(OC)n2)cc1	112	2	-9	17	-7	3	110	104
O=C(COc1ccc(F)cc1Br)NCc1nnc2ccccn12	97	0	-1	nt	2	nt	96	96
CC(=O)Nc1ccc(OCC(O)CN2CCN(c3ccc(C)c(Cl)c3)CC2)cc1 (stereo not given)	102	-1	0	-7	7	-1	107	102
CN(Cc1ccccc1)C(=O)c1ccc(NC(=O)c2ccccc2)cc1	104	-6	3	-2	-2	6	101	106
COc1cc(NC(=O)c2cc(-c3ccccc3)nc3c2cnn3C(C)C)cc(OC)c1OC	100	1	-5	nt	-1	nt	92	98
CC(C)CC(C(=O)OCC(=O)Nc1cccc(Cl)c1)N1C(=O)C2CC=CCC2C1=O (stereo not given)	100	-4	-1	-17	-10	-3	87	108
COc1ccc(OC)c(CNc2ccc3c(c2)CCC3)c1	104	30	-10	-28	-1	-8	94	92
CCOc1cc(C(=O)Nc2c3c(nn2C(C)(C)C)CS(=O)C3)cc(OCC)c1OCC (stereo not given)	111	1	-5	-11	0	16	100	102
O=P(c1ccccc1)(c1ccccc1)C(c1ccco1)N1CCOCC1 (stereo not given)	109	-3	1	-10	-5	3	115	102
CCN1C(=O)c2ccc(C(=O)Nc3nccs3)cc2C1=O	98	5	-5	4	5	-2	94	97
O=C(c1ccc(F)cc1)N1CCN(c2ccc([N+](=O)[O-])c(N3CCOCC3)c2)CC1	nt	2	-11	5	-10	-1	nt	nt
COC(=O)c1sccc1NC(=O)c1cc2c(s1)CCCC2	102	43	-8	-2	-4	7	98	96
COC(=O)C1=NN(c2ccccc2)C2(S1)S/C(=C\c1ccccc1)C(=O)N2c1ccccc1 (stereo not given)	110	0	6	-15	2	1	109	98
Cc1oc(-c2ccccc2F)nc1CS(=O)(=O)CC(=O)NC(C)CCc1ccccc1 (stereo not given)	100	-1	-4	-3	10	-8	87	99
COCCNC(=O)C(C)Oc1ccccc1 (stereo not given)	99	0	10	-4	7	0	89	106
O=C(CSc1n[nH]c(Cc2ccccc2)n1)Nc1ccccc1Br	96	3	10	-12	-4	-7	98	105
O=C1C2C3c4ccccc4C(c4ccccc43)C2C(=O)N1c1cccnc1 (stereo not given)	101	0	12	-14	3	-4	91	105

The list continues.
SMILES	MEP2-GFP yeast	AHR activator	procasp7 counter	ZTA DNA inh	procasp3 activ	EBNA-1 inh	LAP4 TOR yeast	RPL19A-GFP yeast
C/C(CCc1ccc2c(c1)OCO2)=N\NC(=O)c1ccc(C)cc1C	103	12	-6	4	12	-2	107	96
COc1ccc(C(=O)Oc2cc(N)n(S(=O)(=O)c3ccc(C)cc3)n2)cc1	105	1	-8	1	-7	-4	99	99
CCN1CCN(c2ccc(NC(=O)c3cc(S(=O)(=O)N4CCCC4)ccc3Cl)cc2)CC1	96	30	2	-9	1	nt	105	99
CC(c1ccccc1)N1C(=O)CC(Sc2ncccc2C(=O)O)C1=O (stereo not given)	103	-3	13	-22	-2	-6	99	96
Cc1cc(/C=C(\C#N)C(=O)NCc2cccs2)c(C)n1-c1ccc([N+](=O)[O-])cc1	104	-1	-2	-6	-1	3	104	103
CS(=O)(=O)N1CCN(C(=O)c2ccc3c(c2)OCCO3)CC1	110	-1	-1	9	9	-1	92	112
COc1ccc(-c2cc(OC(=O)c3ccc(F)cc3)c3c(C)oc(C)c3c(=O)c2)cc1	97	17	-3	0	2	5	98	97
O=C(NCCCn1ccnc1)c1ccc(Cl)cc1	92	26	5	-4	2	5	111	96
CC(NC(=O)Nc1ccccc1C(F)(F)F)C1CCCO1 (stereo not given)	102	0	-3	4	-3	-17	98	95
COc1ccc(C(C)=O)c(OC(=O)c2ccc(OC)c(OC)c2)c1	102	-1	-13	15	-4	-3	108	96
O=C(NC(=S)Nc1nc(-c2cccc([N+](=O)[O-])c2)cs1)c1ccccc1Cl	99	-4	-2	-10	0	5	108	102
Cn1nc(-c2ccccc2)c(C(O)c2ccccc2C(F)(F)F)c1Cl (stereo not given)	100	3	-1	-2	-8	4	93	100
Cc1cc(OCC(=O)Nc2cnn(CCCC(=O)O)c2)ccc1[N+](=O)[O-]	100	0	-2	12	-2	-9	100	100
Cc1ccc(Sc2ncccc2O)cc1	105	0	-1	9	-9	6	113	97
CCOc1cc(-c2c(C#N)c(N)nc3c2CCCC3C)ccc1O (stereo not given)	95	9	6	-2	2	12	89	97
O=C(CCC(=O)Nc1ccccc1)NNC(=O)c1ccco1	99	-3	0	-3	-11	-5	96	100
Cc1cc(C(=O)N/N=C/c2c(C)nn(-c3ccccc3)c2Cl)n[nH]1	105	-1	4	8	-9	-3	112	103
CCOc1ccccc1NC(=O)CCC(=O)Nc1ccc2nc(N3CCN(C)CC3)cc(C)c2c1	98	24	-4	-12	5	-1	98	96
O=C(NNC(=O)c1sccc1-n1cccc1)c1cccc(Cl)c1	89	133*	5	-11	-6	-18	203*	82
O=C1c2cccnc2C(Nc2cccc(F)c2)N1Cc1ccco1 (stereo not given)	104	-1	-1	-17	5	-8	93	103

The listing continues.
SMILES	MEP2-GFP yeast	AHR activator	procasp7 counter	ZTA DNA inh	procasp3 activ	EBNA-1 inh	LAP4 TOR yeast	RPL19A-GFP yeast
CCOc1cc(C2C(C#N)=C(N)OC3CCCC(=O)C32)ccc1OCCN1CCOCC1 (stereo not given)	103	2	4	-9	-3	4	101	103
Cc1cc(C)cc(NC(=O)COC(=O)[C@@H](NC(=O)c2ccco2)C(C)C)c1	108	1	2	12	-1	-3	99	103
COc1ccccc1C(=O)N/C(=C\c1cn(C)c2ccccc12)C(=O)NCCCN1CCOCC1	99	12	-3	2	-1	-8	90	95
Cc1ccccc1NC(=O)c1cccc(C(=O)Nc2ccccc2C)n1	116	2	13	-1	5	5	98	105
Cc1c(NC(=O)CN2CCN(c3ccc([N+](=O)[O-])cc3)CC2)c(=O)n(-c2ccccc2)n1C	120	-1	8	-3	5	10	109	104
Cc1cccc(S(=O)(=O)N2CCCc3ccccc32)c1	117	3	-9	-16	1	-11	106	115
O=C(CCc1nnc2ccc(NCc3ccc(F)cc3)nn12)NC1CCCC1	98	-2	6	-9	2	-7	103	104
CC1(c2ccc(C#N)cc2)NC(=O)N(CC(=O)Nc2cc(S(=O)(=O)N3CCOCC3)ccc2Cl)C1=O (stereo not given)	97	0	6	-14	5	-3	88	99
CC(=O)Nc1ccc(SCC(=O)c2cc(C)n(-c3ccccc3F)c2C)cc1	109	-3	-20	-7	-107	0	102	107
Cc1ccc(-c2cc(-c3ccccc3)nc(NN)n2)cc1	109	66*	-2	10	7	3	109	102
COc1ccc(/C=N/n2c(N)c(S(=O)(=O)c3cccs3)c3nc4ccccc4nc32)cc1OC	97	-4	-6	-5	-10	-9	98	103
COc1cc(CCCN2C(=S)NC[C@H]2Cc2ccc(O)cc2)cc(OC)c1OC	92	1	-6	2	-7	4	123	98
c1ccc(Cn2c3ccccc3c3nnc(SCCN4CCCCC4)nc32)cc1	102	0	10	7	9	15	110	103
CCOC(=O)c1c(NC(=O)CSc2ccccc2C(=O)O)sc(C)c1C	100	2	4	8	-1	-1	109	98
COc1ccc(-c2csc3ncnc(N4CCN(S(=O)(=O)c5ccc(C)c(C)c5)CC4)c23)cc1	96	3	5	13	0	2	110	92
CC(=O)Nc1ccccc1OCc1nnc(-c2ccc(Cl)cc2)o1	99	17	7	-2	5	10	104	98
O=[N+]([O-])c1ccc(N2CCN(C(=S)Nc3cccc(F)c3)CC2)cc1	97	-4	-17	-14	-18	4	100	96
CC(C)CC(=O)N1CCN(Cc2cccc(F)c2)CC1	103	-4	6	8	6	-13	101	103
CN(c1ccccc1)S(=O)(=O)c1cccc(NC(=O)CSc2nncs2)c1	101	-2	8	-5	-6	-3	94	101
CCOC(=O)C1(Cc2cccc(OC)c2)CCN(C/C=C/c2ccccc2)CC1	93	7	-3	-7	3	-4	90	92

4 of the compounds above, with values under each structure:
Results follow in this order: MEP2-GFP yeast	AHR activator	procasp7 counter	ZTA DNA inh	procasp3 activ	EBNA-1 inh	LAP4 TOR yeast	RPL19A-GFP yeast
- CCOC(=O)c1c(NC(=O)CSc2ccccc2C(=O)O)sc(C)c1C
 : 100	2	4	8	-1	-1	109	98
- O=[N+]([O-])c1ccc(N2CCN(C(=S)Nc3cccc(F)c3)CC2)cc1
 : 97	-4	-17	-14	-18	4	100	96
- COc1ccccc1C(=O)N/C(=C\c1cn(C)c2ccccc12)C(=O)NCCCN1CCOCC1
 : 99	12	-3	2	-1	-8	90	95
- COc1cc(CCCN2C(=S)NC[C@H]2Cc2ccc(O)cc2)cc(OC)c1OC
 : 92	1	-6	2	-7	4	123	98

(next part)
SMILES	MEP2-GFP yeast	AHR activator	procasp7 counter	ZTA DNA inh	procasp3 activ	EBNA-1 inh	LAP4 TOR yeast	RPL19A-GFP yeast
Cc1ccc(NCc2nnc(SCC(=O)N3c4ccccc4Sc4ccccc43)o2)c(C)c1	98	5	0	2	4	9	90	100
CC(C)CN(C(=O)CN1CCN(c2ccc([N+](=O)[O-])cc2)CC1)c1c(N)n(CC(C)C)c(=O)[nH]c1=O	92	-1	-20	2	-6	6	94	94
Oc1c(Br)cc(C2N=C(c3ccccc3)NO2)cc1Br (stereo not given)	96	94*	5	16	1	9	104	107
COc1ccc(C(=O)Nc2cc(C)c3c(=O)oc4ccccc4c3n2)cc1	105	8	-1	3	10	3	104	102
CN(C)CCCNCCCCNC(=O)/C=N/O	93	-1	2	-1	1	-7	96	95
